# Source: PubChem (several laboratories)
# TRPML3 ag – human mucolipin-3 channel agonism. Q8TDD5. HEK293 TRPML3-YFP, Fluo-8 calcium fluorescence; 100% = the carbachol control signal. activation, % at 3 µM. 220,000 tested, 0.29% active. AID 1448;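 active = activation above its plate's cutoff, the mean activation of the plate's test wells plus 3 SD, cut at about 12% in these data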;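 note: 0% = DMSO only wells and 100% = carbachol wells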
#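 Material: TRPML3-YFP stable HEK293 cells | Dosing: One concentration, 3 µM nominal, 0.3% DMSO | Timing: 125 s total fluorescence read per well | Technique: Fluo-8 calcium dye fluorescence, ex 470-495, em 515-575 nm | Measure: Percent activation from peak-to-basal fluorescence ratio, scaled between DMSO and carbachol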
# S1P4 agonist – agonists of human S1P4 receptor; 220,000 tested, 0.35% active; O95977; activation, % at 4.98 µM; AID 1509; S1P4-expressing cell line, agonist reporter assay; in the data active = activation above about 11%;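 note: 0% = DMSO vehicle and 100% = reference agonist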
# CHOP inhibitor – inhibitors of CHOP induction in ER stress response; CHO-K1 CHOP-promoter luciferase, tunicamycin-induced, 15-18 h; AID 2732; 220,000 tested, 3.8% active; inhibition, % at 10 µM;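 active = compounds that reduced the stress-induced luciferase reporter signal by more than about 70% of percent inhibition, limit read from the data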;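 note: 0% = tunicamycin plus vehicle and 100% = wells without tunicamycin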
# NPY Y1 blocker – NPY-Y1 (human) receptor antagonism | inhibition, % at 3.6 µM | P25929 | HEK293-CNG Y1 cells, membrane potential fluorescence; NPY at EC95, then isoproterenol | 200,000 tested, 1% active | AID 1040;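 active = inhibition above the campaign mean inhibition of all tested compounds plus 3 SD, cut at about 20% in these data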;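 note: 0% = DMSO wells given NPY plus isoproterenol and 100% = isoproterenol alone without NPY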
# Target sequence (P25929 whole entry, looked up): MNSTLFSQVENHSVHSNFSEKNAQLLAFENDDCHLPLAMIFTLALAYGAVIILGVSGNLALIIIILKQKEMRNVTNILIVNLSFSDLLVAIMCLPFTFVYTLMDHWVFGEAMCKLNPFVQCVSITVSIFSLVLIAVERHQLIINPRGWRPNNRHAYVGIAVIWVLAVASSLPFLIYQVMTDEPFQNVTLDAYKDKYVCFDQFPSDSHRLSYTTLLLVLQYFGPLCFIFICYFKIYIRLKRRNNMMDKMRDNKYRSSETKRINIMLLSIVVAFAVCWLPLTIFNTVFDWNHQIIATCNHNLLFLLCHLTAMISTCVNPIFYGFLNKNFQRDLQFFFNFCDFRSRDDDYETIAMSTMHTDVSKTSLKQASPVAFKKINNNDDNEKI
#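 Material: Y1- and CNG-channel-expressing HEK293 cells / Probe or stimulus: NPY 25 nM then isoproterenol 1 µM plus Ro 20-1724 25 µM / Doses: 3.6 µM single dose, DMSO 0.4% / Schedule: compound incubation 1 h at room temperature, readout 45 min post-stimulation / Signal: membrane potential fluorescence / Benchmarks: isoproterenol-only wells as full block versus NPY-plus-isoproterenol wells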
# EP2 mod – modulators of human EP2 prostaglandin E2 receptor; induction, % at 25 µM; 260,000 tested, 0.83% active; P43116; EP2-expressing cells, cAMP HTRF FRET, PGE2 co-stimulation;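 active = compounds whose cAMP rise, as percent of the full-agonist control response, exceeds 60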;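 note: rat C6 glioma line stably carrying human EP2 under a CMV promoter; the protocol text gives 20 µM as final concentration; 100% = response of wells given 1 µM PGE2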
# S1P4 antag – blocks the human S1P4 receptor; O95977; S1P4-expressing cells, antagonist mode, reporter read-out; inhibition, % at 4.98 µM; 220,000 tested, 0.26% active; AID 1510; in the data active = inhibition above about 29%;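 note: 0% = wells stimulated with agonist and 100% = vehicle wells without agonist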
# TRPN1 ag – zebrafish TRPN1 (NompC) channel agonism; HEK293 zebrafish TRPN1-YFP, Fluo-8 calcium fluorescence; 100% = response to 87 µM carbachol; 220,000 tested, 0.18% active; AID 1424; activation, % at 3 µM;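 active = activation above its plate's cutoff, the mean activation of test wells on that plate plus 3 SD, cut at about 19% in these data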;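 note: 0% = DMSO alone and 100% = 87 µM carbachol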
#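 System: zebrafish TRPN1-YFP in HEK293 cells / Dosing: 3 µM single point / Timing: dye loading 1 h at 37 °C, then 30 min room temperature / Signal: Fluo-8 calcium fluorescence, excitation 470-495 nm, emission 515-575 nm / Read-out basis: percent activation from peak over basal fluorescence ratio, control-normalized / Control set: high carbachol 87 µM, low DMSO alone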
# NPY-Y2 PAM-ag – potentiators or agonists of human neuropeptide Y receptor Y2; 220,000 tested, 0.45% active; cells expressing NPY-Y2, potentiator/agonist read-out; P49146; activation, % at 3.6 µM; in the data active = activation above about 27%;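 note: cells stimulated with NPY near EC25 plus isoproterenol at EC100; 0% = vehicle plus submaximal agonist and 100% = vehicle plus saturating agonist; some results beyond the cut were filed as inactive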
# Target sequence (P49146 whole entry, looked up): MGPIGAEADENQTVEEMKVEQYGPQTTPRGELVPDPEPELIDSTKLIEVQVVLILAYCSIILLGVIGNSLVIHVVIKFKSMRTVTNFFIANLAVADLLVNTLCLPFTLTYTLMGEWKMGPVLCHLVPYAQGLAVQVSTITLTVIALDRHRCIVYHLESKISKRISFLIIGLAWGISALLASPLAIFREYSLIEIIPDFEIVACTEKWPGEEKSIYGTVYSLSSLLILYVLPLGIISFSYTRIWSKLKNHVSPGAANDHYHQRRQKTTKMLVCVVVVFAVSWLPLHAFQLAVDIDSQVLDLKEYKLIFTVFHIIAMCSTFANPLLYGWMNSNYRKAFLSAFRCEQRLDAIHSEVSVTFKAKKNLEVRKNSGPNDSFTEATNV
# NPY1 pot ag – potentiates or activates human NPY-Y1 receptor; AID 1304; NPY-Y1 expressing cells, potentiator/agonist activation; activation, % at 3.6 µM; 220,000 tested, 0.37% active; in the data active = activation above about 33%, passing the limit was not always enough;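 note: cells stimulated with NPY at EC10 then isoproterenol at EC100; 0% = low agonist plus stimulus and 100% = saturating agonist plus stimulus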
# * hit, by the source's call; · = no result given.
# Key to letters – A = TRPML3 ag; B = S1P4 agonist; C = CHOP inhibitor; D = NPY Y1 blocker; E = EP2 mod; F = S1P4 antag; G = TRPN1 ag; H = NPY-Y2 PAM-ag; I = NPY1 pot ag
CCOc1ccccc1NC(=O)COC(=O)C1CC1
  A: 0.2; B: -1.4; C: -3; D: 4; E: 2; F: -3; G: -0.3; H: -17; I: -12
COc1ccc2[nH]c(=O)c(CN(CCCN(C)C)C(=O)Nc3ccc(F)cc3)cc2c1
  A: 0.8; B: -0.6; C: 19; D: 3; E: -10; F: -35; G: 2.7; H: 4; I: -27
NC(=O)C1CCN(C(=O)C23CC4CC(CC(C4)C2)C3)CC1
  A: 0.8; B: -0.5; C: -29; D: -3; E: 2; F: 3; G: 1.4; H: 12; I: -15
CCCc1[nH]nc2c1C1(C(=O)N(CC)c3ccccc31)C(C#N)=C(N)O2 (stereo not drawn)
  A: 0.6; B: 1.8; C: 19; D: -9; E: 16; F: -1; G: 1.2; H: 7; I: -8
C=CCNC(=O)c1onc(CSc2ccc(C(C)C)cc2)c1C(=O)O
  A: 0.5; B: 3.3; C: 30; D: 16; E: -3; F: 8; G: -0.1; H: -17; I: 20
COC(=O)/C=C/C(=O)Nc1cccc(C(F)(F)F)c1
  A: 0.4; B: 2.6; C: 14; D: 1; E: 10; F: 4; G: 0.5; H: -8; I: -24
Cc1ccccc1Cn1nc(C)c(NC(=O)c2cc3n(n2)C(C(F)F)CC(C(F)F)N3)c1C (stereo not drawn)
  A: -0.5; B: 1.1; C: 29; D: 10; E: 14; F: 19; G: 0.9; H: 1; I: -14
COc1cccc(Cn2c(NCc3ccccn3)nc3c2c(=O)n(C)c(=O)n3C)c1
  A: -0.1; B: -1.7; C: ·; D: 3; E: ·; F: -10; G: -0.2; H: -22; I: -62
Cc1ccoc1C(=O)Nc1cccc(Oc2ccccc2)c1
  A: 0.4; B: 1.5; C: 37; D: 4; E: 16; F: 0; G: -0.7; H: -1; I: -17
COc1ccccc1N1CCN(C(=O)Cc2cccs2)CC1
  A: -0.6; B: 1.1; C: 46; D: 8; E: -6; F: 24; G: 0.3; H: -21; I: 14
Cc1cc(C)c(S(=O)(=O)NCc2ccc3c(c2)cc(C)n3C)c(C)c1
  A: 1.1; B: 2.8; C: 71*; D: 9; E: -14; F: -134; G: 1.2; H: -14; I: -16
c1ccc(SCc2nc(-c3cccnc3)no2)cc1
  A: -0.8; B: 1.8; C: 47; D: -4; E: 2; F: -20; G: 0.2; H: -15; I: -7
COc1ccc(NC(=O)c2ccc(C)cc2)c(OC)c1
  A: 0.3; B: -0.5; C: 8; D: 5; E: -9; F: -14; G: 0.1; H: -1; I: 4
CN(C)c1nc(N/N=C/c2ccccc2O)nc(Nc2ccc(F)cc2)n1
  A: -0.3; B: -0.6; C: 2; D: 1; E: -6; F: 16; G: -1.0; H: -7; I: 0
COc1cccc(C(=O)Nc2ccc(N3CCCC3)cc2)c1
  A: -0.7; B: 0.6; C: 2; D: 0; E: 6; F: -7; G: 0.0; H: -8; I: 2

# Reformatted tab-delimited: entries from further up
canonical_smiles	TRPML3 ag	S1P4 agonist	CHOP inhibitor	NPY Y1 blocker	EP2 mod	S1P4 antag	TRPN1 ag	NPY-Y2 PAM-ag	NPY1 pot ag
CCCc1[nH]nc2c1C1(C(=O)N(CC)c3ccccc31)C(C#N)=C(N)O2 (stereo not drawn)	0.6	1.8	19	-9	16	-1	1.2	7	-8
C=CCNC(=O)c1onc(CSc2ccc(C(C)C)cc2)c1C(=O)O	0.5	3.3	30	16	-3	8	-0.1	-17	20
COC(=O)/C=C/C(=O)Nc1cccc(C(F)(F)F)c1	0.4	2.6	14	1	10	4	0.5	-8	-24
Cc1ccccc1Cn1nc(C)c(NC(=O)c2cc3n(n2)C(C(F)F)CC(C(F)F)N3)c1C (stereo not drawn)	-0.5	1.1	29	10	14	19	0.9	1	-14
COc1cccc(Cn2c(NCc3ccccn3)nc3c2c(=O)n(C)c(=O)n3C)c1	-0.1	-1.7	·	3	·	-10	-0.2	-22	-62
Cc1ccoc1C(=O)Nc1cccc(Oc2ccccc2)c1	0.4	1.5	37	4	16	0	-0.7	-1	-17
COc1ccccc1N1CCN(C(=O)Cc2cccs2)CC1	-0.6	1.1	46	8	-6	24	0.3	-21	14
Cc1cc(C)c(S(=O)(=O)NCc2ccc3c(c2)cc(C)n3C)c(C)c1	1.1	2.8	71*	9	-14	-134	1.2	-14	-16
c1ccc(SCc2nc(-c3cccnc3)no2)cc1	-0.8	1.8	47	-4	2	-20	0.2	-15	-7
COc1ccc(NC(=O)c2ccc(C)cc2)c(OC)c1	0.3	-0.5	8	5	-9	-14	0.1	-1	4

# Following part.
# Key to letters – A = TRPML3 ag; B = S1P4 agonist; C = CHOP inhibitor; D = NPY Y1 blocker; E = EP2 mod; F = S1P4 antag; G = TRPN1 ag; H = NPY-Y2 PAM-ag; I = NPY1 pot ag
CCOc1cc(C2c3c(n[nH]c3C)C(=O)N2c2ccc(Br)cc2)ccc1O (stereo not drawn)
  A: 0.8; B: -2.3; C: 6; D: -3; E: 8; F: 9; G: -0.4; H: 11; I: 1
CN(CC(=O)Nc1ccc(OC(F)(F)F)cc1)C1CCCCC1
  A: 0.8; B: 1.4; C: 45; D: 8; E: -59; F: -10; G: 0.1; H: -11; I: -6
COP(=O)(/C=C/c1ccccc1)C(O)c1ccc(F)cc1 (stereo not drawn)
  A: -0.8; B: -3.0; C: 7; D: 1; E: 13; F: 13; G: 0.7; H: 0; I: -6
O=C1/C(=C/c2ccco2)SC(=S)N1CC1CCCO1 (stereo not drawn)
  A: 1.8; B: 0.9; C: -18; D: ·; E: -26; F: 3; G: -1.1; H: 9; I: -16
CCOC(=O)C(NC(=O)c1ccc(Cl)cc1Cl)(Nc1ccc(C)cc1)C(F)(F)F (stereo not drawn)
  A: 0.3; B: 3.8; C: -6; D: -1; E: 5; F: -8; G: 0.8; H: 3; I: 14
O=C(Nc1ccc(Cc2ccncc2)cc1)c1ccc(Cl)c([N+](=O)[O-])c1
  A: 2.9; B: -1.9; C: 20; D: -11; E: -44; F: -3; G: 11; H: 17; I: 26
O=c1[nH]c2cc3c(cc2cc1CN(CC1CCCO1)S(=O)(=O)c1ccc(Cl)cc1)OCCO3 (stereo not drawn)
  A: -0.3; B: 0.6; C: -7; D: 0; E: 7; F: 7; G: 0.8; H: -2; I: 18
O=C1C(Cl)=C(Nc2ccccc2O)C(=O)N1c1ccccc1
  A: -0.5; B: 0.2; C: 7; D: 8; E: -18; F: -2; G: -0.8; H: 3; I: 8
COc1ccccc1CNC(=O)COC(=O)c1cc(-c2ccco2)nc2ccccc12
  A: 1.2; B: 0.6; C: 37; D: 8; E: 4; F: 11; G: 1.6; H: -15; I: -24
O=C(Nc1sc2c(c1C(=O)O)CCCCC2)c1ccccc1F
  A: -0.8; B: 0.7; C: 0; D: 5; E: -8; F: 4; G: 0.0; H: -3; I: -11
O=c1c(-c2ccccc2)c(O)nc2ccccn12
  A: 0.0; B: -0.4; C: -16; D: -7; E: 6; F: 11; G: 1.0; H: -6; I: 3
CNNC(=S)Nc1cccc(C(F)(F)F)c1
  A: 0.2; B: 0.5; C: 8; D: ·; E: -5; F: 7; G: -0.5; H: 12; I: -10
Cc1ccc(C(CCN(Cc2ccccc2)C(=O)c2ccco2)c2ccco2)cc1 (stereo not drawn)
  A: -0.1; B: 2.0; C: 7; D: 7; E: 48; F: -16; G: -0.5; H: 7; I: -11
O=C(COc1cccc(Oc2ccccc2)c1)Nc1ncccn1
  A: 0.2; B: 1.1; C: 5; D: 9; E: 6; F: -10; G: -0.5; H: 0; I: 6
CC1CCN(C(=O)c2ccc(NS(C)(=O)=O)cc2)CC1
  A: -0.1; B: -0.8; C: 12; D: 10; E: 5; F: 3; G: 0.7; H: -8; I: -7
O=C(COC(=O)c1cn(-c2ccccc2)nc1-c1ccc(F)cc1)Nc1ncc(Cl)cc1Cl
  A: 0.0; B: 0.2; C: 65; D: -1; E: 18; F: 7; G: 1.9; H: -24; I: -8
O=C1NC2(CCCCC2)Cc2ccccc21
  A: 1.1; B: 0.7; C: 2; D: 0; E: 0; F: 6; G: 0.9; H: 15; I: -4
Cc1ccc(-c2cc(C(=O)OCC(=O)Nc3ncc(C(F)(F)F)cc3Cl)c3ccccc3n2)cc1
  A: 0.9; B: -0.4; C: 83*; D: -3; E: 19; F: -19; G: -0.8; H: -1; I: 1
Cc1ccc(C(=O)NC(N2CCCC2)C(Cl)(Cl)Cl)cc1 (stereo not drawn)
  A: -0.1; B: 0.3; C: 21; D: -1; E: -24; F: 5; G: -1.6; H: 14; I: 9
O=C1NC2(CCCC2)N=C1c1ccc(Cl)cc1
  A: -0.4; B: 0.8; C: -9; D: 2; E: -10; F: 4; G: 0.3; H: 15; I: 15
CNS(=O)(=O)c1cccc(C(=O)OCC(=O)c2c(N)n(C)c(=O)n(C)c2=O)c1
  A: -0.4; B: 0.0; C: -16; D: ·; E: 3; F: 9; G: 0.6; H: -21; I: 1
O=C(CCNC(=O)Cn1ccc2ccccc2c1=O)NCCCN1CCN(c2ccccc2F)CC1
  A: 0.0; B: -1.0; C: 30; D: -3; E: -1; F: -2; G: -0.5; H: -22; I: 0
CC(C)C[C@@H]1NC(=O)[C@H](CO)NC(=O)c2cc([N+](=O)[O-])cc(I)c2OCC[C@@H](C(N)=O)NC1=O
  A: 0.8; B: 1.7; C: 10; D: -1; E: 26; F: -4; G: 0.2; H: -2; I: 2
Oc1ccccc1-c1nc(/C=C/c2ccccc2)nn1-c1ccccc1
  A: -0.6; B: -0.3; C: 32; D: -3; E: 50; F: 16; G: -1.4; H: -8; I: -1
CC(/C=N/n1c(-c2cccnc2)n[nH]c1=S)=C\c1ccccc1
  A: 0.5; B: 1.8; C: 8; D: -5; E: 11; F: -32; G: 2.5; H: 2; I: -1
COC(=O)CSc1ncnc2c(C)csc12
  A: 0.5; B: 0.3; C: 27; D: ·; E: 13; F: 14; G: 0.2; H: -13; I: -19
Cc1cccc(/C=N\Nc2nnc(-c3ccccc3)c(=O)[nH]2)c1
  A: 0.7; B: 0.1; C: 23; D: 3; E: 6; F: -18; G: -0.8; H: 1; I: 2
COc1cc([N+](=O)[O-])ccc1NC(=O)CCCOc1cc(C)ccc1C
  A: 0.8; B: 1.4; C: 21; D: 7; E: 2; F: -9; G: 0.0; H: -12; I: -26
COc1ccc(S(=O)(=O)Nc2cc(C(=O)NCCCN3CCOCC3)ccc2N2CCOCC2)cc1
  A: 0.3; B: -0.8; C: 5; D: -7; E: 8; F: -10; G: 1.1; H: -4; I: 5
COc1ccccc1CNC(=O)c1ccccc1NS(C)(=O)=O
  A: -0.4; B: -0.1; C: 26; D: 4; E: -1; F: -5; G: -0.1; H: 2; I: 10
